# Source: PubChem BioAssay
# C diff HTS – inhibitors of Clostridium difficile growth; 0.25% of 86,000 active; Clostridium difficile clinical isolate growth, OD600, 24 h; hits give low values; growth activity, negative = inhibition, % at 16 µg/mL (by protocol); AID 1259249;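 active = mean growth activity at or below -80% and every replicate also at or below -80%; inconclusive = mean at or below -80% but some replicate above -80%; inactive = mean growth activity above -80%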;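 note: 0% = DMSO wells and -100% = levofloxacin 16 µg/mL wells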
# Pf Dd2 inh – inhibitors of Plasmodium falciparum Dd2 growth; P. falciparum Dd2 growth, SYBR Green, 72 h; hits give low values; activity change, % at 10 µM; 2.3% of 94,000 active; in the data active = activity change below about -80%; inconclusive = no clear call, values can overlap the other calls
# KDM4C inh – blocks human GASC-1 (KDM4C) demethylase activity; GST-KDM4C 2-372, H3K9me3 peptide, LANCE TR-FRET; inhibition, % at 12.5 µM; 0.15% of 96,000 active;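 active = mean replicate inhibition above about 25%, with at least 55% of replicates also reaching it, limit read from the data, passing the limit was not always enough; inconclusive = only one of those two conditions met; inactive = neither condition met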
# Target sequence (Q9H3R0 2-372 limits assumed): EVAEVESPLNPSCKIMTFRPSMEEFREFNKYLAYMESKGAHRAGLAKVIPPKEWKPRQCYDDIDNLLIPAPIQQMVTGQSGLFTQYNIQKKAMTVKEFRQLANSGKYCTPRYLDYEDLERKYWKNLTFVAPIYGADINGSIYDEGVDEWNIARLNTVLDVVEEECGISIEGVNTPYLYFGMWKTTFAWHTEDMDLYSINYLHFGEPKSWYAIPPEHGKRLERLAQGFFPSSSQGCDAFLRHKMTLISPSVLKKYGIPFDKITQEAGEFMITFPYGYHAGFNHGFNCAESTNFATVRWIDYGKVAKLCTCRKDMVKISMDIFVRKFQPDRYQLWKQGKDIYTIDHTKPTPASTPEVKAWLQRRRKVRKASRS
#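 Test system: N-terminal GST-fused human GASC-1 (KDM4C) fragment, residues 2-372; quantity: GASC-1 enzyme at 10 nM final in reaction; dosing: single dose; schedule: 30 min demethylation and 1 h detection at room temperature; signal: LANCE TR-FRET, excitation 340 nm, emissions 618 and 671 nm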
# T cruzi growth – inhibitors of T. cruzi proliferation | T. cruzi beta-gal in NIH3T3, GalScreen luminescence, 90 h | inhibition, % at 8.34 µM | 5.9% of 77,000 active;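 active = mean inhibition above about 93%, with at least 55% of replicates each passing it, limit read from the data, passing the limit was not always enough; inconclusive = only one of those two conditions holds; inactive = neither condition holds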
# Numbers without * were called inactive; ? = inconclusive; · = no result given; & = joins results of further samples; ! = not active in a repeat.
compound	C diff HTS	Pf Dd2 inh	KDM4C inh	T cruzi growth
C[C@H]1CN([C@@H](C)CO)C(=O)CCCn2cc(nn2)CO[C@@H]1CN(C)C(=O)Oc1cccc2ccccc12	-2.8	1.6	·	8.0
O=C(O)C[C@@H]1CC[C@H]2NC[C@H](O)COC[C@@H]2O1	30.3&5.6	13.1	0.9	45.7
O=C([C@@H]1N[C@@H]2c3cccc(=O)n3C[C@@H]2[C@H]1CO)N1CCCCC1	-1.4	8.7	-5.5	·
CCCN1[C@@H]2Cn3c(ccc(-c4ccc(F)cc4)c3=O)[C@H]1[C@@H](C(=O)OC)[C@@H]2CO	-2.4	8.1	-1.5	25.6
C[C@H](CO)N1C[C@H](C)[C@H](CN(C)C(=O)Oc2ccc3ccccc3c2)OCc2cnnn2CCCC1=O	4.9	-18.3	0.1	50.1
O=C(Cc1ccccc1)N1CCCCN2[C@@H](CO)[C@@H](c3ccc(-c4ccccc4)cc3)[C@@H]2C1	41.7	-19.3	-1.5	?
COC(=O)[C@@H]1[C@@H](CO)[C@@H]2Cn3c(ccc(-c4ccccc4F)c3=O)[C@H]1N2Cc1ccccc1	-2.2	0.8	-1.3	-2.2
O=C(O)[C@H]1[C@H](CO)[C@H]2Cn3c(ccc(-c4ccncc4)c3=O)[C@@H]1N2C(=O)C1CCC1	-1.3	7.7	0.5	60.6

# Four of the compounds above, with each value named.
> C[C@H](CO)N1C[C@H](C)[C@H](CN(C)C(=O)Oc2ccc3ccccc3c2)OCc2cnnn2CCCC1=O
  C diff HTS: 4.9
  Pf Dd2 inh: -18.3
  KDM4C inh: 0.1
  T cruzi growth: 50.1

> O=C(Cc1ccccc1)N1CCCCN2[C@@H](CO)[C@@H](c3ccc(-c4ccccc4)cc3)[C@@H]2C1
  C diff HTS: 41.7
  Pf Dd2 inh: -19.3
  KDM4C inh: -1.5
  T cruzi growth: ?

> COC(=O)[C@@H]1[C@@H](CO)[C@@H]2Cn3c(ccc(-c4ccccc4F)c3=O)[C@H]1N2Cc1ccccc1
  C diff HTS: -2.2
  Pf Dd2 inh: 0.8
  KDM4C inh: -1.3
  T cruzi growth: -2.2

> O=C(O)[C@H]1[C@H](CO)[C@H]2Cn3c(ccc(-c4ccncc4)c3=O)[C@@H]1N2C(=O)C1CCC1
  C diff HTS: -1.3
  Pf Dd2 inh: 7.7
  KDM4C inh: 0.5
  T cruzi growth: 60.6

# Further compounds
compound	C diff HTS	Pf Dd2 inh	KDM4C inh	T cruzi growth
O=C(Cc1ccncc1)N1CCCCN2[C@H](CO)[C@H](c3ccc(C#CC4(O)CCCC4)cc3)[C@@H]2C1	3.2	12.9	1.5	93.1
C/C=C/c1ccc(C2[C@@H]3CN(Cc4cocn4)C[C@H]2N3)cc1 (some centres not stated)	3.9	-75.5	0.1	·
C[C@@H]1CN([C@H](C)CO)C(=O)CCCn2cc(nn2)CO[C@@H]1CN(C)C(=O)Oc1ccc2ccccc2c1	·	7.4	0.6	-11.5
O=C(Cc1ccncc1)N1CCCCN2[C@@H](CO)[C@@H](c3ccc(-c4ccncc4)cc3)[C@@H]2C1	4.0	4.9	-0.4	85.3
COC(=O)[C@@H]1[C@@H](CO)[C@@H]2Cn3c(ccc(C4=CCCC4)c3=O)[C@H]1N2CC1CCCCC1	-2.6	-8.4	1.6	35.9
COc1ccc(C#Cc2ccc([C@H]3[C@@H](CO)N4CCCCN(C(=O)Cc5cccnc5)C[C@H]34)cc2)cc1	-3.9	-62.1	-1.4	115.1*
O=C(Cc1cccnc1)N1CCCCN2[C@H](CO)[C@@H](c3ccc(C#CC4CC4)cc3)[C@H]2C1	-6.8	-34.1	·	23.5
O=C(Cc1ccccn1)N1CCCCN2[C@@H](CO)[C@H](c3ccc(-c4ccccc4)cc3)[C@@H]2C1	-8.2	-12.9	-0.6	104.9*

# Another view of three compounds above.
C/C=C/c1ccc(C2[C@@H]3CN(Cc4cocn4)C[C@H]2N3)cc1 (some centres not stated)
- C diff HTS: 3.9
- Pf Dd2 inh: -75.5
- KDM4C inh: 0.1
- T cruzi growth: ·

C[C@@H]1CN([C@H](C)CO)C(=O)CCCn2cc(nn2)CO[C@@H]1CN(C)C(=O)Oc1ccc2ccccc2c1
- C diff HTS: ·
- Pf Dd2 inh: 7.4
- KDM4C inh: 0.6
- T cruzi growth: -11.5

O=C(Cc1ccncc1)N1CCCCN2[C@@H](CO)[C@@H](c3ccc(-c4ccncc4)cc3)[C@@H]2C1
- C diff HTS: 4.0
- Pf Dd2 inh: 4.9
- KDM4C inh: -0.4
- T cruzi growth: 85.3

# Following part
compound	C diff HTS	Pf Dd2 inh	KDM4C inh	T cruzi growth
COC(=O)[C@H]1[C@H](CO)[C@H]2Cn3c(ccc(-c4ccc(F)cc4)c3=O)[C@@H]1N2C(C)=O	-2.3	7.9	-0.4	-29.6
Cc1cccc(S(=O)(=O)N2[C@@H]3c4ccc(-c5ccc(F)cc5)c(=O)n4C[C@H]2[C@H](CO)[C@H]3C(=O)O)c1	·	·	-0.6	-0.4
C/C=C/c1ccc(C2[C@@H]3CN(Cc4cccc(F)c4)C[C@H]2N3)cc1 (some centres not stated)	70.2&49.9	-88.2*!	1.6&-0.4	·
COC(=O)[C@@H]1[C@@H](CO)[C@@H]2Cn3c(ccc(-c4ccncc4)c3=O)[C@H]1N2S(=O)(=O)c1ccccc1F	-1.3	9.9	-1.6	85.5
CCCNC(=O)N1[C@@H]2Cn3c(ccc(-c4ccccc4OC)c3=O)[C@H]1[C@@H](C(=O)O)[C@@H]2CO	2.0	1.4	-0.1	8.7
COc1ccc(-c2ccc([C@@H]3[C@@H](CO)N4CCCCN(C(=O)Cc5ccccc5)C[C@@H]34)cc2)cc1	3.4	2.6	-0.7	75.3
COC(=O)[C@@H]1[C@@H](CO)[C@@H]2Cn3c(ccc(C4=CCCCC4)c3=O)[C@H]1N2C(=O)CC1CC1	-2.6	-0.9	1.8	33.2
O=C(O)[C@@H]1[C@@H](CO)[C@@H]2Cn3c(ccc(-c4ccncc4)c3=O)[C@H]1N2C(=O)C1CC1	·	·	-1.8	-3.7
COCC#Cc1ccc([C@H]2[C@H](CO)N3CCCCN(C(=O)Cc4ccccn4)C[C@@H]23)cc1	-7.9	-50.9	-1.1	70.7
O=C1CNC[C@@H]2[C@@H](c3ccc(Br)cc3)[C@H](CO)N12	22.5	-3.1	-0.1	·
Cc1cccc(S(=O)(=O)N2[C@@H]3c4ccc(-c5ccccc5)c(=O)n4C[C@H]2[C@H](CO)[C@H]3C(=O)O)c1	-8.9	-1.1	1.3	33.3
COc1ccc(C#Cc2ccc([C@H]3[C@H](CO)N4CCCCN(C(=O)Cc5ccncc5)C[C@@H]34)cc2)cc1	45.2	-62.2	-2.1	105.9*
CC(C)CC#Cc1ccc([C@@H]2[C@@H](CO)N3CCCCN(C(=O)Cc4ccccn4)C[C@H]23)cc1	-9.7	0.2	5.1	88.4
O=C1CNC[C@H]2[C@@H](c3ccc(Br)cc3)[C@@H](CO)N12	8.7	-7.9	·	·
COC(=O)[C@@H]1[C@@H](CO)[C@@H]2Cn3c(ccc(C4=CCCCC4)c3=O)[C@H]1N2C(=O)NC(C)C	-2.2	6.6	0.6	41.4
COC(=O)[C@H]1[C@H](CO)[C@H]2Cn3c(ccc(-c4cccc(OC)c4)c3=O)[C@@H]1N2C(=O)c1ccccc1F	2.8	-29.9	-1.5	-7.9
CCCC#Cc1ccc([C@H]2[C@@H](CO)N3CCCCN(C(=O)Cc4ccccn4)C[C@@H]23)cc1	3.9	-10.0	-0.7	35.6
CN(C)CC#Cc1ccc([C@H]2[C@@H](CO)N3CCCCN(C(=O)Cc4ccccn4)C[C@H]23)cc1	6.6	7.3	0.6	61.3
O=C(Cc1ccccc1)N1CCCCN2[C@@H](CO)[C@H](c3ccc(C#Cc4ccccc4)cc3)[C@@H]2C1	2.5	-59.7	?	111.1*
CC(C)CC#Cc1ccc([C@@H]2[C@H](CO)N3CCCCN(C(=O)Cc4ccccn4)C[C@@H]23)cc1	-9.7	-33.3	2.2	96.9*
COC(=O)[C@H]1[C@H](CO)[C@H]2Cn3c(ccc(-c4cccnc4)c3=O)[C@@H]1N2S(=O)(=O)c1ccccc1F	4.2	9.1	0.1	-19.3
N#Cc1cccc(-c2ccc([C@@H]3[C@H](CO)N4CCCCN(C(=O)Cc5ccncc5)C[C@@H]34)cc2)c1	-6.9	-42.1	0.2	92.3
C/C=C/c1ccc([C@@H]2[C@H]3CN(C(=O)Cc4cccnc4)CCCCN3[C@H]2CO)cc1	2.0	24.3	0.7	39.1
O=C(Cc1cccnc1)N1CCCCN2[C@@H](CO)[C@@H](c3ccc(C#CC4CC4)cc3)[C@@H]2C1	-8.3	-22.2	·	85.5

# Continuation.
# Assay codes – A = C diff HTS; B = Pf Dd2 inh; C = KDM4C inh; D = T cruzi growth
structure: CCN1[C@@H]2Cn3c(ccc(-c4cccc(OC)c4)c3=O)[C@H]1[C@@H](C(=O)OC)[C@@H]2CO
  A = 1.1 | B = 5.9 | C = -0.4 | D = 7.6

structure: Cc1ccc(OC(=O)N(C)C[C@H]2OCc3ccccc3-c3c(n(C)c4ccccc34)C(=O)N([C@H](C)CO)C[C@@H]2C)cc1
  A = 14.0 | B = -87.5* | C = -1.7 | D = ·

structure: Cc1ccccc1-c1ccc([C@H]2[C@H]3CN(C(=O)Cc4ccccn4)CCCCN3[C@H]2CO)cc1
  A = 8.5 | B = -11.5 | C = -0.9 | D = ?

structure: COC(=O)[C@@H]1[C@@H](CO)[C@@H]2Cn3c(ccc(/C=C/c4ccccc4)c3=O)[C@H]1N2CC1CCCC1
  A = 15.2 | B = -19.8 | C = -2.8 | D = 32.2

structure: COC(=O)[C@H]1[C@H](CO)[C@H]2Cn3c(ccc(C4=CCCC4)c3=O)[C@@H]1N2CC1CCCCC1
  A = -0.1 | B = -9.0 | C = 2.9 | D = 33.0

structure: CCCN1[C@@H]2c3ccc(-c4ccccc4)c(=O)n3C[C@H]1[C@H](CO)[C@H]2C(=O)OC
  A = -1.1 | B = 8.8 | C = -1.5 | D = -1.6

structure: O=C(O)[C@@H]1[C@@H](CO)[C@@H]2Cn3c(ccc(-c4cncnc4)c3=O)[C@H]1N2C(=O)NC1CCCC1
  A = -2.7 | B = 8.5 | C = -1.1 | D = 7.7

structure: COCC#Cc1ccc([C@@H]2[C@@H](CO)N3CCCCN(C(=O)Cc4ccccn4)C[C@@H]23)cc1
  A = -5.3 | B = -25.5 | C = 0.4 | D = 16.1

structure: C/C=C/c1ccc([C@@H]2[C@@H](CO)N3CCCCN(C(=O)Cc4ccncc4)C[C@@H]23)cc1
  A = -0.6 | B = -18.0 | C = -0.8 | D = 65.4

structure: Cc1ccccc1-c1ccc([C@@H]2[C@H]3CN(C(=O)Cc4ccccn4)CCCCN3[C@H]2CO)cc1
  A = -15.8 | B = -2.4 | C = -1.4 | D = 98.7*

structure: CCCC#Cc1ccc([C@H]2[C@H]3CN(C(=O)Cc4ccccn4)CCCCN3[C@H]2CO)cc1
  A = -1.0 | B = -10.3 | C = -0.9 | D = 119.3*

structure: O=C1CNC[C@@H]2[C@H](c3ccc(Br)cc3)[C@@H](CO)N12
  A = 19.8 | B = -5.1 | C = 0.0 | D = ·

structure: CC=Cc1ccc2n(c1=O)C[C@H]1[C@H](CO)[C@@H](C(=O)OC)[C@@H]2N1CC1CCCC1 (mixture of isomers)
  A = 0.1 | B = 3.6 | C = -1.5 | D = ·

structure: O=C(Cc1ccccn1)N1CCCCN2[C@@H](CO)[C@@H](c3ccc(-c4ccc(F)cc4)cc3)[C@@H]2C1
  A = 4.8 | B = -48.5 | C = -0.2 | D = ?

structure: CC=Cc1ccc2n(c1=O)C[C@H]1[C@H](CO)[C@@H](C(=O)OC)[C@@H]2N1S(=O)(=O)c1ccccc1C (mixture of isomers)
  A = -4.6 | B = 3.0 | C = -2.4 | D = -6.1

structure: COC(=O)[C@@H]1[C@@H](CO)[C@@H]2Cn3c(ccc(/C=C/c4ccccc4)c3=O)[C@H]1N2C(=O)C1CCC1
  A = 4.1 | B = 1.2 | C = 0.1 | D = 20.1

structure: O=C(Cc1cccnc1)N1CCCCN2[C@H](CO)[C@@H](c3ccc(/C=C/c4ccccc4)cc3)[C@@H]2C1
  A = 2.0 | B = -40.8 | C = 3.7 | D = 84.8

structure: O=C(Cc1cccnc1)N1CCCCN2[C@H](CO)[C@@H](c3ccc(C#CC4(O)CCCC4)cc3)[C@H]2C1
  A = -1.0 | B = 26.3 | C = -0.1 | D = 6.9

structure: COC(=O)[C@H]1[C@H](CO)[C@H]2Cn3c(cccc3=O)[C@@H]1N2C(=O)C1CCCC1
  A = -0.6 | B = -17.3 | C = -1.4 | D = 31.8

structure: COc1ccc(OC(=O)N(C)C[C@@H]2OCc3cnnn3CCCC(=O)N([C@@H](C)CO)C[C@H]2C)cc1
  A = · | B = -5.2&-9.3 | C = 1.5 | D = 30.0&3.6

# Not all compounds are listed; count on the stated rates, not on these rows.
